# Imprint erasure: inducers of genomic imprint erasure in mouse ES cells | mouse ES Peg3-LacZ reporter, beta-gal luminescence, 40 h | Potency, µM (titrated, usually from 60.7 µM), for the others: at the top dose activity change, positive = activation, hits mostly activators | 110,000 compounds, 0.02% hits;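 also: 0% = negative control wells on the plate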
#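 Readout: BetaGlo luminescence (5 min, room temp) for LacZ from the normally silent maternal Peg3 allele in female Peg3LacZ-Neo ES cells. Cells 300/well, 40 h, 37C, 5% CO2. Data normalized per plate to negative controls.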
# p53ts 32C tox: p53ts cell cytotoxicity, permissive temperature | H1299-p53A138V at 32C, ATP luminescence viability, 24 h | Potency, µM (titrated, usually from 46.1 µM), for inactives: at the top dose activity change, negative = cytotoxicity, usual class: cytotoxic | 130,000 compounds, 0.93% hits | AID 924;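 also: 0% = DMSO and -100% = full killing by reference compound; nearly all actives have a fitted effect of over 55% in size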
#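 Viability by ATPlite luminescence after 24 h compound treatment (up to 46 uM) at the permissive 32C. Cells are H1299 carrying p53 A138V. Scale runs from DMSO basal to 100 uM tamoxifen as full kill; AC50 from Hill fits.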
# IkB sig inh: IkB pathway inhibition in ABC-DLBCL cells; ABC-DLBCL IkBa-CBG/CBR dual luciferase ratio, 4 h; response scale: scaled: untreated 0%, proteasome inhibitor 100%; Potency, µM (highest dose often 57.1 µM), for the others: top-dose IkBa stabilization activation; 110,000 compounds, 0.04% hits; active = well fitted curve in the direction sought with a large enough effect in the signal ratio, not every such curve was filed as active; inconclusive = small, poorly fitted or top-dose-only effect, or a change in a side signal; the % refers to the signal ratio;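 also: the direction sought is a rising ratio; 0% = basal untreated cells and 100% = reference inhibitor full response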
#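 Curves were fitted separately to fusion (green), unfused (red) and ratio luminescence, then classed by r2, magnitude and activity. Cells: OCI-Ly3, 4 h compound plus doxycycline at 37C; 10 uM MG-132 defined full response.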
# p53ts 39C tox: kills p53ts cells at the nonpermissive temperature | H1299-p53A138V viability at 39C, ATP luminescence, 24 h | 130,000 compounds, 1.5% hits | Potency, µM (highest dose often 46.1 µM), inactives show top-dose activity change, negative = cell killing, hits mostly cytotoxic; also: nearly all actives have a fitted effect of over 55% in size
# Active calls of the source: *; ? = inconclusive; . = not tested or not shown; & = joins results of further samples; [ ] = dose if it differs, or a comment. Unless noted, calls follow the shape of the dose curve; as a rule, active = well fitted curve in the direction sought with a large enough effect; inconclusive = small, poorly fitted or top-dose-only effect, or another doubt; inactive = no such curve, though single readings can be large; an effect the other way counts as inactive or inconclusive. Unless noted, % is scaled to controls: 0 for no effect and ±100 for the full control effect; potency is read from the fitted curve at half-maximal effect.
SMILES,Imprint erasure,p53ts 32C tox,IkB sig inh,p53ts 39C tox
COn1c(SCc2cccnc2)nc2ccccc2c1=O,-13%,6%,-2.6%,1%
CCN(CC)c1ccc(/C=C2\CCC(/C=N/NC(=O)c3ccc(=O)n(C)c3)=C2N2CCOCC2)cc1,.,-23%,.,178%[activator]
N#C/C(=C\c1ccc(O)c(O)c1)C(=O)NCCCc1ccccc1,-20%&-17%,?,?,?
O=C(NCCOC(=O)c1ccc(C(=O)OCCNC(=O)c2ccccc2)o1)c1ccccc1,-1%,12%,5.6%,4%
CCN(c1ccccc1)S(=O)(=O)c1nnc(NC(=O)c2ccccc2OC)s1,-67%[inhibitor][10.9 µM],-26%,127%,?
O=S(=O)(c1cccc2cccnc12)N1CCc2ccccc21,-11%,5%,13%,3%
CCN1CCN(C(c2cc(OC)ccc2OC)c2nnnn2Cc2ccccc2)CC1 (centres undefined),-7%,-7%,0.0%,5%
Cc1cc(C)n2nc(SCC(=O)Nc3cc(Cl)ccc3C)nc2n1,10%[10.9 µM],0%,0.1%,11%
NC([N-]/N=C/c1ccccn1)=[S]=[Fe].O=S(=O)(O)O,.,5%[9.22 µM],0.8%[11.4 µM],5%[9.22 µM]
CCc1ccc(-n2nc(C)c3c(C)cc(=O)n(CC(=O)NCc4ccc(C)cc4)c32)cc1,23%[10.9 µM],9%,-3.7%,-5%
Cc1cccn2c(=O)c3cc(C(=O)NCc4ccccc4)c(=N)n(CCOCCO)c3nc12,-5%[10.9 µM],-4%,?,6%
CCOC(=O)c1ccccc1NC(=O)CN(c1ccccc1OCC)S(C)(=O)=O,6%,-10%,2.2%,2%
Cc1ccc(C)c(CN2C(=O)c3ccccc3S(=O)c3ccc(C(=O)NCc4ccccc4Cl)cc32)c1 (centres undefined),-12%[10.9 µM],17%,?,-16%
Cc1ccc(Cn2c(C)c3cnn(CC(=O)NCCc4ccc(Cl)cc4)c(=O)c3c2C)cc1,-8%[10.9 µM],-19%,0.1%,-29%
Cc1nc(-c2ccc(C)c(S(=O)(=O)N3CCC(C(=O)NCc4ccc(F)cc4)CC3)c2)no1,-14%[10.9 µM],-6%,-0.8%,-16%
CCCCCC(C(=O)O)C(C)CC(=O)NC1CCCCC1 (centres undefined),-2%,1%,0.8%,3%
Cc1ccc(-c2nnc(SCC(=O)Nc3ccccc3N3CCOCC3)o2)cc1,-12%,0%,-0.7%,-7%
CCSc1ncc(Cl)c(C(=O)Nc2ccc(S(=O)(=O)Nc3nccc(C)n3)cc2)n1,10%[10.9 µM],-8%,-1.6%,2%
CSc1nnc(-c2ccncc2)n1CCCN1CCCC1=O,0%,-3%,1.7%,0%
CC1=C(C(=O)Nc2ccccc2Cl)C(c2ccc(N(C)C)cc2)NC(=O)N1 (centres undefined),-5%,4%,1.3%,8%
Cc1ccc(OCc2nc3ccccc3n2CC(C)C)cc1,-9%[10.9 µM],-7%,?,-1%
CC(C)CO[C@H](c1ccc2c(c1)OCO2)[C@H](C)Br,-3%[10.9 µM],-8%[9.22 µM],0.0%[11.4 µM],6%[9.22 µM]
O=C(CN1C(=O)CSc2ncccc21)NCCN1CCOCC1,-5%,-4%,3.9%,1%
Cc1ccc2sc(NC(=O)CN3C(=O)CCC3=O)nc2c1C,-6%,-5%,0.2%,15%
Cc1ccccc1NC(=O)c1ccccc1NC(=O)c1ccccc1F,9%[10.9 µM],8%,3.5%,-15%

# (continued)
SMILES,Imprint erasure,p53ts 32C tox,IkB sig inh,p53ts 39C tox
CC1CCCC(C)N1C(=O)CN1CCN(c2nc(-c3ccc(F)cc3)cs2)CC1 (centres undefined),-13%,5%,?,-9%
Cc1cccc(NC(=O)c2sc3nc(N4CCOCC4)c4c(c3c2N)CC(C)(C)OC4)c1,-3%[10.9 µM],4%,7.3%,4%
Cc1nc2cc(C(F)(F)F)ccc2n1C1CCN(CC(=O)NC(C)(C)C)CC1,-21%,0%,-0.1%,6%
CCOc1ccc(-n2c(=O)c3c(C)c(C)sc3n(CC(=O)NCc3ccco3)c2=O)cc1,-9%,-5%,-0.5%,-10%
O=S(=O)(c1cccc(C(F)(F)F)c1)N1CCC(Oc2ccc(-n3cnnn3)cc2)CC1,-10%[10.9 µM],16%,?,-9%
Cc1ccc2oc(=O)c3cc(C(=O)N(Cc4ccccc4)C(C)C)sc3c2c1,9%[10.9 µM],8%,-0.1%,3%
O=C1C2CCCN2C(c2ccc(Br)cc2)N1c1ccc(F)cc1 (centres undefined),-1%,1%,2.7%,-7%
O=C(Nc1ccc(N2CCOCC2)cc1)C1CC1,-4%,-8%,-1.6%,-4%
Cc1oc(-c2nc3ccccc3n2C)cc1C(=O)c1ccccc1,-94%[inhibitor],5µM*,?,4µM*
Cc1n[nH]c(C)c1S(=O)(=O)N1CCc2ccccc21,-6%,6%,2.4%,3%
Cn1cnnc1Sc1nc2c(c(=O)n(C)c(=O)n2C)n1C,6%,2%,0.0%,-8%
COc1cccc(-n2cc(C(=O)NCc3cccc(Cl)c3)c3ccccc3c2=O)c1,-5%[10.9 µM],4%,1.5%,-15%
CC(C)c1[nH]nc2c1C(c1cccs1)C(C#N)=C(N)O2 (centres undefined),.,-14%,.,-4%
COCC(=O)N1CCC2(CC1)CCN(c1ccncc1)CC2,.,-8%,1.3%[11.4 µM],-8%
COc1ccc(NS(=O)(=O)c2cnc(N)nc2)cc1Cl,-2%[10.9 µM],0%,?,-25%
CCOC(=O)c1c[nH]c2c(Cl)ccc(Cl)c2c1=O,-15%,-7%,-2.8%,0%
CCCCN(C)C(=O)Cn1cnc2sc(C)c(S(=O)(=O)N3CCC(C)CC3)c2c1=O,-5%[10.9 µM],14%,?,14%
COCCCn1c(=S)[nH]c2ccc(N3CCOCC3)cc2c1=O,-4%,-7%,3.1%,8%
CCc1ccc2[nH]c(=O)c(C(c3nnnn3Cc3ccc(OC)cc3)N3CCOCC3)cc2c1 (centres undefined),-2%,-4%,-0.3%,-19%
COc1cc(C(=O)NCc2cn3ccsc3n2)cc(OC)c1OC,-3%,32%[activator],1.4%,-1%
COC(=O)CSc1nnc2n1C(C)(C)Cc1ccccc1-2,-7%,1%,-1.0%,1%
Cc1ccc(-c2nc(SCC(=O)NCC3CCCO3)c3c(=O)n(C)c(=O)n(C)c3n2)cc1 (centres undefined),24%[10.9 µM],3%,-1.8%,3%
CCOC(=O)CSc1nnc([C@H](CC(C)C)NC(=O)OC(C)(C)C)o1,?,-1%,2.7%,11%
CCCCN(C)C(=O)C(Cc1ccccc1)NS(=O)(=O)c1ccc2c(c1)CCC(=O)N2 (centres undefined),-17%,-4%,-1.5%,-2%
COc1ccc(-c2nc3scc(CCNS(=O)(=O)c4ccc(Oc5ccccc5)cc4)n3n2)cc1,6%[10.9 µM],7%,2.0%,-23%

# Gathered by group, the entries above with a tert-butyl group
SMILES,Imprint erasure,p53ts 32C tox,IkB sig inh,p53ts 39C tox
Cc1nc2cc(C(F)(F)F)ccc2n1C1CCN(CC(=O)NC(C)(C)C)CC1,-21%,0%,-0.1%,6%
CCOC(=O)CSc1nnc([C@H](CC(C)C)NC(=O)OC(C)(C)C)o1,?,-1%,2.7%,11%

# Next section.
SMILES,Imprint erasure,p53ts 32C tox,IkB sig inh,p53ts 39C tox
COC(=O)c1cccc(NC2=NS(=O)(=O)c3ccccc32)c1,-4%[10.9 µM],0%,-0.7%,-3%
CCOC(=O)CCn1nnc(N)n1,-9%,-2%,-1.9%,4%
COc1cc(C(=O)NCC(c2cccnc2)N2CCc3ccccc3C2)cc(OC)c1OC (centres undefined),-9%[10.9 µM],2%,-0.4%,13%
COCCn1c(=N)c(C(=O)NC2CCCC2)cc2c(=O)n3cc(C)ccc3nc21,4%[10.9 µM],3%,0.2%,8%
COc1ccc(OC)c(C2C(C(=O)c3cc4ccccc4o3)=C(O)C(=O)N2c2cc(C)on2)c1 (centres undefined),-10%,15%,0.3%,22%
COc1ccc(N(Cc2cc3cc(OC)ccc3[nH]c2=O)S(C)(=O)=O)cc1,-7%,-4%,-0.4%,1%
Cc1ccc(C)c(Cn2c(=O)n(Cc3ccccc3)c(=O)c3sc4ccccc4c32)c1,-4%[10.9 µM],-12%,1.2%,-8%
O=C(NC12CC3CC(CC(C3)C1)C2)N1CCC(O)CC1,2%,-3%,-2.2%,10%
Cc1cc(C(=O)NCCCc2ccccc2)no1,-6%,-2%,-1.1%,6%
CCn1c(SCC(=O)Nc2cccc(C)n2)nnc1-c1ccco1,-10%,6%,-1.0%,-6%
O=C(CN(C(=O)CCC(=O)Nc1nccs1)c1ccc2c(c1)OCO2)NCC1CCCO1 (centres undefined),-2%,13%,-1.8%,-2%
CC(C)(C)n1nnnc1C(c1ccc2ncccc2c1)N1CCSCC1 (centres undefined),.,-4%,-0.4%,12%
COc1ccc(-n2c(SCc3ccccc3F)nc3c([nH]c4ccccc43)c2=O)cc1OC,-10%[10.9 µM],5%,?,?
COc1ccccc1C(=O)Nc1c(C)n(C)n(-c2ccccc2)c1=O,-5%,-8%,0.5%,4%
N#C/C(=C\c1ccco1)C(=O)Nc1cccc2ncccc12,.,4%,.,0%
NS(=O)(=O)c1ccc(NC(=O)CCC2CCCCC2)cc1,6%,0%,-3.1%,0%
Cc1ccc(C)c(N2CCN(C(=O)NCc3noc4ccccc34)CC2)c1,-15%[10.9 µM],-3%,1.2%,-26%
O=C(CCn1cnc2ccccc2c1=O)NCc1ccccc1,5%[10.9 µM],11%,2.5%,-12%
COc1ccccc1C1Nc2c(sc3nc(C)cc(C)c23)C(=O)N1c1ccccc1 (centres undefined),-7%[10.9 µM],?,?,13µM*
Cc1nn(C)c(C)c1S(=O)(=O)Nc1ccc2c(c1)OCO2,-22%,0%,0.1%,-6%
CCNC(=O)c1c2c(nc3ccccc13)C(=O)N(C1CCCCC1)C2,-14%[10.9 µM],-3%,0.5%,5%
Cc1ccc(NC(=O)C(=O)NCC(c2ccc3c(c2)OCO3)N2CCN(C)CC2)c(C)c1 (centres undefined),-11%[10.9 µM],-7%,?,-25%
COCCNC(=O)CCCn1c(SCc2ccccc2Cl)nc2c(sc3ccccc32)c1=O,12%[10.9 µM],4%,?,-13%
COc1ccc(S(=O)(=O)Cc2ccc(C(=O)N3CCN(c4ccccn4)CC3)o2)cc1,-20%,-3%,-0.5%,-4%
Cc1cc2c(=O)n(CC(=O)N3CCN(c4ccc(F)cc4)CC3)cnc2s1,-11%,-7%,0.7%,-10%

# Single records, as listed above. Order of screens: Imprint erasure | p53ts 32C tox | IkB sig inh | p53ts 39C tox
# COc1ccccc1C1Nc2c(sc3nc(C)cc(C)c23)C(=O)N1c1ccccc1 (centres undefined) is listed with -7%[10.9 µM] | ? | ? | 13µM*
# Cc1ccc(C)c(Cn2c(=O)n(Cc3ccccc3)c(=O)c3sc4ccccc4c32)c1 is listed with -4%[10.9 µM] | -12% | 1.2% | -8%
# CCn1c(SCC(=O)Nc2cccc(C)n2)nnc1-c1ccco1 is listed with -10% | 6% | -1.0% | -6%
# N#C/C(=C\c1ccco1)C(=O)Nc1cccc2ncccc12 is listed with . | 4% | . | 0%
# Cc1ccc(C)c(N2CCN(C(=O)NCc3noc4ccccc34)CC2)c1 is listed with -15%[10.9 µM] | -3% | 1.2% | -26%

# Later entries.
SMILES,Imprint erasure,p53ts 32C tox,IkB sig inh,p53ts 39C tox
COc1ccc(CNC(=O)c2cc3sccc3n2Cc2ccc(F)cc2)cc1,-13%[10.9 µM],-5%,1.1%,-2%
CCn1c(NC(=O)c2cccc(Cn3cc(Cl)cn3)c2)nc2ccccc21,-13%,0%,20%,-10%
Cn1c(C(=O)N2CCCC(C(=O)NCCCSC3CCCCC3)C2)cc2sccc21 (centres undefined),-17%,43%[activator],?,26%
Cc1ccc(CNC(=O)CN2C(=O)COc3ccc(C)cc32)cc1,18%,-8%,-1.6%,-8%
CCC1=C2CC[C@H]3C(=O)NC(=O)[C@H]3[C@H]2[C@@]2(C)C(=NCC(=O)OC)OC(=O)N2C1=O,0%,14%,.,11%
Cc1ccc2nc(-c3ccc(O)cc3)c(Nc3ccc(Cl)cc3)n2c1,-5%[10.9 µM],-4%,-5.0%,?
Brc1csc(/C=N/Nc2nc3ccccc3s2)c1,.,?,.,-24%
COc1ccc(-c2noc(-c3cc(-c4ccc(F)cc4)n[nH]3)n2)cc1,-8%[10.9 µM],-3%,-0.7%,15%
CCC(C)(C)n1nnnc1C(c1ccccn1)N1CCOCC1 (centres undefined),.,-4%,-0.4%,4%
COc1cccc(NC(=O)C(=O)NCCc2sc(-c3cccc(C)c3)nc2C)c1,-15%[10.9 µM],-3%,?,-32%

# Screens (PubChem)
